Screening results as filed in PubChem BioAssay.
GALK inh = blocks human galactokinase activity; P51570; Purified GALK, Kinase-Glo residual ATP luminescence; Potency, µM (titrated, usually from 57.5 µM), for inactives: at the highest dose activity change, negative = inhibition, hits mostly inhibitors; actives 0.007% (n = 270,000); further: potency means the concentration at half of the fitted maximal effect; on the % scale 0 is the no-effect control and ±100 the full control effect
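The enzyme phosphorylates galactose (100 uM) using ATP (35 uM); inhibition is detected as higher residual ATP, quantified by bioluminescence after 1 h reaction at room temperature, pH 8.0.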
USP2a inh = USP2a (human) protease inhibition | O75604 | USP2 core, Ub-CHOP2 coupled fluorogenic reporter, 485/531 | Potency, µM (titrated, usually from 38.3 µM), without a hit: at the highest dose activity change, negative = inhibition, hits mostly inhibitors | actives 0.01% (n = 330,000);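 further: potency means the concentration at half of the fitted maximal effect; plate controls were DMSO wells for no effect and full inhibition by NEM control for full effect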
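Cell-free coupled assay: 10nM USP2 core preincubated 30min RT with compound in Tris-HCl pH 8.0/CaCl2/CHAPS buffer, then 25nM Ub-CHOP2 and 25nM reporter substrate; fluorescence (Ex 485/Em 531) read after 60min RT, normalized to NEM inhibition, concentration-response curves fitted.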
PKM2 act = PKM2 (human) enzyme activation; P14618; purified PKM2, Kinase-Glo ATP luminescence, activation; response scale: 0% is enzyme alone, no compound; Potency, µM (series often up to 57.5 µM), for inactives: top-dose activation, hits mostly activators; actives 0.34% (n = 260,000); AID 1631; further: potency means the concentration at half of the fitted maximal effect; on the % scale 0 is the no-effect control and ±100 the full control effect; nearly all actives have a fitted effect of over 55% in size
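Purified hPK-M2 (>95%) run at intermediate activity with 0.1 mM ADP and 0.5 mM PEP in 50 mM imidazole pH 7.2, KCl, MgCl2; 1 h room temperature. ATP formed read by Kinase-Glo luminescence; normalized to uninhibited and no-enzyme controls.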
B2AR arrestin = recruits beta-arrestin to the human beta2-adrenergic receptor; P07550; beta-arrestin recruitment to beta2AR, cell-based reporter; Potency, µM (highest dose often 46.1 µM), without a hit: at the top dose activation, actives largely listed as activators; actives 0.02% (n = 330,000); AID 492947;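 further: potency means the concentration at half of the fitted maximal effect; 0% = DMSO controls and full agonism = EC100 isoproterenol or metaproterenol; nearly all actives have a fitted effect of over 65% in size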
TRPV1 agonist = human TRPV1 agonism; TRPV1-expressing cells, Fluo-8 calcium influx, agonist mode; Q8NER1; actives 0.19% (n = 320,000); activation, % at 8.33 µM; in the data active means activation above about 80%; inconclusive means between about 30% and that limit; further: 0% is about no effect
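Cells expressing TRPV1 were dye-loaded with Fluo-8 and read kinetically: 10 s baseline, 3 min after compound (agonist portion), then 2 min after EC20 capsaicin (allosteric enhancer portion). Calcium-bound dye fluorescence at 480/520 nm.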
Coupling enz = inhibits coupling enzyme system, counter-screen for aldolase hits; coupling enzyme system counterscreen, AmpLite Red fluorescence; activity change, negative = inhibition, % at 58.2 µM, hits read low; actives 0.67% (n = 290,000); in the data active means activity change below about -30%; further: on the % scale 0 is the no-effect control and ±100 the full control effect
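Final compound at 57.5 uM, incubated 10 min at RT with coupling enzyme reagent (glyceraldehyde-3-phosphate), then 20 min with substrate and AmpLite Red detection. Fluorescence read at 525/598 nm; tests interference with the coupling assay, not aldolase inhibition.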
KCNH2 WT inh = KCNH2 (human, wildtype) channel inhibition | activity change, % at 1.84 µM | U2OS, BacMam KCNH2, thallium flux FluxOr; hits give low values | AID 720551 | Q12809 | actives 0.37% (n = 340,000);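 active means maximum activity change below -70%; inconclusive means maximum activity change between -70% and -50%; inactive means maximum activity change above -50%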; further: on the % scale 0 is the no-effect control and ±100 the full control effect
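U2OS cells were transduced with wild-type KCNH2 virus (2.03 x 10^8 / mL) for 4 h at room temperature, then cultured overnight at 37 C. Thallium flux was read with FluxOr dye. Rate constants were normalized to DMSO controls.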
Menin MLL FP TR = menin-MLL binding inhibition, Texas Red mutant peptide. O00255. Menin + Texas Red MLL mutant peptide, fluorescence polarization. Potency, µM (top dose mostly 61.6 µM), for inactives: at the top dose FP activity change, negative = inhibition, usual class: inhibitors. actives 0.23% (n = 270,000). AID 1768; active means well fitted inhibition curve with a large enough effect in the polarisation, with a control signal flat, not every such curve was filed as active; inconclusive means small, poorly fitted or top-dose-only effect, or effect the other way, or a change in a side signal; inactive means no such curve, though single readings can be large or run the other way; the % refers to the polarisation; further: potency means the concentration at half of the fitted maximal effect; % of control where 0% means no effect; many of its hits are not listed in these tables
Giardia killer = kills Giardia lamblia | actives 0.15% (n = 340,000) | Giardia lamblia trophozoite viability | activity change, % at 7.66 µM, hits read low; in the data active means activity change below about -80%; inconclusive means between about -30% and that limit;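 further: parasites exposed to compound for two days anaerobically before the ATP read; on the % scale 0 is the no-effect control and ±100 the full control effect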
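Giardia lamblia trophozoites (100 cells/well) were incubated with compounds for 48 h at 37 deg C under anaerobic conditions. Viability was read as ATP content by one-step luminescence after 15-30 min at room temperature.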
KCNH2 3.1 inh = inhibitors of human KCNH2 3.1 potassium channel isoform | U2OS KCNH2 3.1, thallium flux FluxOr; hits give low values | AID 720553 | activity change, % (tested at about 1.8 µM) | actives 0.95% (n = 340,000);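 active means maximum activity change below -70%; inconclusive means maximum activity change from -70% to -50%; inactive means maximum activity change above -50%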;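 further: thallium influx rate constant from kinetic fluorescence after stimulation buffer; on the % scale 0 is the no-effect control and ±100 the full control effect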
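U2OS cells transduced with KCNH2 3.1 mutant virus (1.77 x 10^8 /mL, 4 h), plated overnight at 37 C, loaded 45 min with FluxOr dye plus Red40 quencher. Thallium flux rate constant from kinetic reads after stimulation buffer, normalised to controls.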
MLL CXXC-DNA inh = blocks binding of human MLL CXXC domain to DNA; MLL-CXXC / FITC-HOXA9 DNA fluorescence polarization; Potency, µM (series often up to 115 µM), without a hit: top-dose activity change, negative = inhibition, actives largely listed as inhibitors; actives 0.037% (n = 290,000); AID 2662; active means well fitted inhibition curve with a large enough effect in the polarisation, with a control signal flat, not every such curve was filed as active; inconclusive means small, poorly fitted or top-dose-only effect, or effect the other way, or a change in a side signal; inactive means no such curve, though single readings can be large or run the other way; the % refers to the polarisation; further: potency means the concentration at half of the fitted maximal effect
Target sequence (Q03164 whole entry, looked up, the tested form may be a part): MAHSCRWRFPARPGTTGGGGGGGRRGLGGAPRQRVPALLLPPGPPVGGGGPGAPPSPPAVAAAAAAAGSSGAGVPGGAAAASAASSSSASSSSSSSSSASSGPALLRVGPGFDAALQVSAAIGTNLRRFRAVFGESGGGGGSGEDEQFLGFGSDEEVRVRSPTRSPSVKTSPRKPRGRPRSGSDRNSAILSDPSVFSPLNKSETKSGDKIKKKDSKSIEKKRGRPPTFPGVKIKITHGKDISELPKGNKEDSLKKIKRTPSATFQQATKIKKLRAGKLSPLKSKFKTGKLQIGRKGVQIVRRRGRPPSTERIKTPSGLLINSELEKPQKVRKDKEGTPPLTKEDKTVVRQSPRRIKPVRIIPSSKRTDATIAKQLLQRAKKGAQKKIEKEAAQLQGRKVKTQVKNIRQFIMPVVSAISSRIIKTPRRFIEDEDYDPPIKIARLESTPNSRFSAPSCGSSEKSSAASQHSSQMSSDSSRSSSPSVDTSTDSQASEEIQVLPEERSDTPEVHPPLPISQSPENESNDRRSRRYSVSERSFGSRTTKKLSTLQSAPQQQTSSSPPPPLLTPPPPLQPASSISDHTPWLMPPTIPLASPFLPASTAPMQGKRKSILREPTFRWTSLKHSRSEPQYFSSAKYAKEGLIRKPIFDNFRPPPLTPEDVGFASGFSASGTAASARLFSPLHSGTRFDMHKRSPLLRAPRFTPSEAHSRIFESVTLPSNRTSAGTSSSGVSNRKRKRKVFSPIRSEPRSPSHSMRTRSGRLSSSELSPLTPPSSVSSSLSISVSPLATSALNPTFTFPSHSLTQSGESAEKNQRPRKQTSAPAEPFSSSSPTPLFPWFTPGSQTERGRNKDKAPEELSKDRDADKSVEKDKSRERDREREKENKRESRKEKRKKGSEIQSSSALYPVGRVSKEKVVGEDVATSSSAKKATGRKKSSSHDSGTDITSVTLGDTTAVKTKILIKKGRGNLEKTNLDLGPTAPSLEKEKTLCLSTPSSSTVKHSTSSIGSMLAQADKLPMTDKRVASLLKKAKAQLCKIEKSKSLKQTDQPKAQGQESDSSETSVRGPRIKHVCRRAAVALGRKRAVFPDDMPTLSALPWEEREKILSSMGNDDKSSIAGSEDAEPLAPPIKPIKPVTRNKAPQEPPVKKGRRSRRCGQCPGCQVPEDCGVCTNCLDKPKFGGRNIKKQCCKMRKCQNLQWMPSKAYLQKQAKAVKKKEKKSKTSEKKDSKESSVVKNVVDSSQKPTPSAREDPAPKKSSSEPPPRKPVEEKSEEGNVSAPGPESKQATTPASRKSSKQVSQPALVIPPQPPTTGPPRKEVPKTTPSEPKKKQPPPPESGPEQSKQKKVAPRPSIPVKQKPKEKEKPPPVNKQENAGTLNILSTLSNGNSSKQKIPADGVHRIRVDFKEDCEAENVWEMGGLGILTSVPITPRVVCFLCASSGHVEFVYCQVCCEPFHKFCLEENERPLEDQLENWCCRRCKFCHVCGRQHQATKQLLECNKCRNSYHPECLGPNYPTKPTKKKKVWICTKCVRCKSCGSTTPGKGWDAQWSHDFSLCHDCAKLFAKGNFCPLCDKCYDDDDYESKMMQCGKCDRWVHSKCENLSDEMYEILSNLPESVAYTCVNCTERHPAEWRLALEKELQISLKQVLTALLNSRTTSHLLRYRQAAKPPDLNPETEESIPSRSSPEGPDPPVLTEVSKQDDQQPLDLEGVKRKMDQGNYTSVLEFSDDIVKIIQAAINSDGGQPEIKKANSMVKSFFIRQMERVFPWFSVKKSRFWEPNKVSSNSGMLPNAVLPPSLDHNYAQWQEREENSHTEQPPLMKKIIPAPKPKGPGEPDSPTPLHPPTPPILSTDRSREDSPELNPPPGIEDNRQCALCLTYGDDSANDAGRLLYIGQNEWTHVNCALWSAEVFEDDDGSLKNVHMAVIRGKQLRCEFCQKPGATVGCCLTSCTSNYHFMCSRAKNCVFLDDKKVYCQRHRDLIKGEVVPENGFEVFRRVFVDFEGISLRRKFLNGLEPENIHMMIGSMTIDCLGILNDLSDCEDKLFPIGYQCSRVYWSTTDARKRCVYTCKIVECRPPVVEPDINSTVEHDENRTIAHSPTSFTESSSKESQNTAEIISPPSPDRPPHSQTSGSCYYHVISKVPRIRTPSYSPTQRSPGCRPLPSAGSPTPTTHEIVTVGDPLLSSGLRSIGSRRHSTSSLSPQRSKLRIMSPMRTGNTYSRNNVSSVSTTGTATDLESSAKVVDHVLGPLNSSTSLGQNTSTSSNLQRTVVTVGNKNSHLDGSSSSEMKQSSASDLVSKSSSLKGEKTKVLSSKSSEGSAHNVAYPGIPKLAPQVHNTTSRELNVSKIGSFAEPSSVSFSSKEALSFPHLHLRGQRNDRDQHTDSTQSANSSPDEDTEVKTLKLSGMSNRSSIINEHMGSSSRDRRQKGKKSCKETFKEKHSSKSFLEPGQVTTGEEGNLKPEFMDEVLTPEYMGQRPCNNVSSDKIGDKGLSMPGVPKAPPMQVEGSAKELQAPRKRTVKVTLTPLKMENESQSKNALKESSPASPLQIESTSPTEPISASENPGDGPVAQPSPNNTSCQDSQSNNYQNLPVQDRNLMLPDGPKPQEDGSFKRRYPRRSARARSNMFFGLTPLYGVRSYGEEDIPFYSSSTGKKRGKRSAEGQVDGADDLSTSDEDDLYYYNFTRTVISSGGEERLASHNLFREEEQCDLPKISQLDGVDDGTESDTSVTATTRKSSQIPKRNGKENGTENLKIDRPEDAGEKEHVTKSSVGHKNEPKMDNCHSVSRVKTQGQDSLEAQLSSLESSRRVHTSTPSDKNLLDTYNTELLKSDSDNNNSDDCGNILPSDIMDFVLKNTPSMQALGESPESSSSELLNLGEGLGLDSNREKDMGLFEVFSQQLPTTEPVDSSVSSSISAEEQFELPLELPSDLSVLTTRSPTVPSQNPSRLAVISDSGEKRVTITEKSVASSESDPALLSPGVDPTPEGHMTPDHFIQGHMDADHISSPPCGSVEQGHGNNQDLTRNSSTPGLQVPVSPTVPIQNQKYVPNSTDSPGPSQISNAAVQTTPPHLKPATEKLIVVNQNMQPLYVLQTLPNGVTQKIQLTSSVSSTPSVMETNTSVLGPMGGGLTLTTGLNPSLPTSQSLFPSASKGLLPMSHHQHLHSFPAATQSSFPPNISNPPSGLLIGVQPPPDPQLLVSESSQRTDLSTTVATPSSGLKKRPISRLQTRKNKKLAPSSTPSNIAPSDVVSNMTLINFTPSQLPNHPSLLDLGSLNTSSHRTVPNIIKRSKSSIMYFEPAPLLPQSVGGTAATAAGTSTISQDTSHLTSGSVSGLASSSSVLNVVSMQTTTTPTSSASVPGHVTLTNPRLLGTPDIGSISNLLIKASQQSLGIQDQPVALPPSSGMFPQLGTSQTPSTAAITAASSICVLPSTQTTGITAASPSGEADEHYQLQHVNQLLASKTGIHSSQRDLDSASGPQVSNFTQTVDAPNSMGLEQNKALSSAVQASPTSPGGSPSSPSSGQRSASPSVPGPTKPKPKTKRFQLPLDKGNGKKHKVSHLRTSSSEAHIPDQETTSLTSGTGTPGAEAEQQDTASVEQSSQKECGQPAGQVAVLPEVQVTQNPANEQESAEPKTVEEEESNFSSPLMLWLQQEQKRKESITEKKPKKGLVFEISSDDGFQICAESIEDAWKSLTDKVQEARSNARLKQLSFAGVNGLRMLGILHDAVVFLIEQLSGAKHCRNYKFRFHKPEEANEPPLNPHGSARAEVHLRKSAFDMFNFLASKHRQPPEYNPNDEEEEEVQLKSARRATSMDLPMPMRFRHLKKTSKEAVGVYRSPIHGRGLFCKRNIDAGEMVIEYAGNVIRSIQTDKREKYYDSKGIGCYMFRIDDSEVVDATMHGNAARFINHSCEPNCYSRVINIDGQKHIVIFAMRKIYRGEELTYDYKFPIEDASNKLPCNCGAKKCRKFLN
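Steps: dispense CXXC domain solution (7 uM) → pin compounds or unlabeled HOX-A9 DNA control → 5 min ambient → add FLSN-HOX-A9 solution (50 nM) → spin → 30 min ambient → fluorescence polarization. Tris pH 7.5/NaCl/DTT/BSA buffer.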
The depositor's hits bear a star; ? = inconclusive; · = not tested or not shown; [ ] = another dose, or the depositor's remark. Unless noted, the call rests on the fitted dose curve; in most records, active means well fitted curve in the direction sought with a large enough effect; inconclusive means small, poorly fitted or top-dose-only effect, or another doubt; inactive means no such curve, though single readings can be large; an effect the other way counts as inactive or inconclusive. Only part of the results is shown; rates above refer to the full screens.

SMILES	GALK inh	USP2a inh	PKM2 act	B2AR arrestin	TRPV1 agonist	Coupling enz	KCNH2 WT inh	Menin MLL FP TR	Giardia killer	KCNH2 3.1 inh	MLL CXXC-DNA inh
O=C(O)Cc1c(-c2ccccc2)c2cc(Br)ccc2[nH]c1=O	-2%	8%	-1%	0.5%	-5	8	-3	·	3	13	8%
CCc1ccc(Nc2nnc(SCC(=O)N(C)CC(=O)Nc3ccccc3CC)s2)cc1	-1%	-9%	-20%	6.5%	-6	-14	2	5%	-9	0	?
CCOC(=O)N1CCC(N(CCCOC)C(=O)Nc2cccc(OC)c2)CC1	1%	1%	-1%	-0.2%	-3	2	0	-1%	-17	2	-4%
COc1ccc(C(F)(F)F)cc1N/C=C\c1nnnn1-c1ccccc1	-2%	0%	-1%	-0.3%	·	0	-21	·	10	-17	-1%
CCOC(=O)N1CCN(C(=O)C2CCN(Cc3nc(-c4ccccc4C)oc3C)CC2)CC1	1%	-2%	4%	-0.1%	-2	-2	8	-12%	-8	2	12%
O=C(CCN1CCCCC1)NCC1OCCc2ccccc21 (stereo not given)	0%	1%	0%	-0.2%	-1	-1	-3	8%	-11	7	3%
COc1ccc(OC)c(-n2c(SC)nnc2-c2c[nH]c3ccccc23)c1	4%	-2%	-19%	-0.4%	2	-1	7	-8%	-2	-3	25%
CC(NC(=O)OCc1ccccc1)C(=O)NCC(=O)NC(Cc1ccc(OC(C)(C)C)cc1)C(=O)OC(C)(C)C (stereo not given)	0%	0%	3%	-0.4%	0	-1	1	3%	21	?	6%
COc1ccc(CCn2nnnc2C(C(C)C)N2CCN(c3ncccn3)CC2)cc1OC (stereo not given)	0%	0%	-1%	-0.1%	-2	5	21	-4%	7	-18	7%
COc1ccc(/C=N/NC(=O)c2cc3cc(OC)c(OC)cc3[nH]2)cc1	3%	-1%	·	-0.8%	0	4	1	?	-8	-9	2%
Cc1cc(C)cc(NC(=O)CSc2nc3nc(C)cc(C)c3c(=O)[nH]2)c1	·	0%	·	-1.0%	12	·	-2	·	7	-1	·
Cc1ccc(C(=O)OCc2ccc3c(c2)OCO3)cc1S(=O)(=O)N1CCCCC1	0%	3%	-4%	1.0%	26	6	-3	·	-11	-23	17%
CCOC(=O)c1cn2nc(Oc3cccc(C(F)(F)F)c3)ccc2n1	0%	-2%	-2%	0.5%	-2	0	6	·	-15	6	-13%
CN1C(C(=O)Nc2ccc(OC(F)(F)F)cc2)=CC(c2ccco2)=NS1(=O)=O	4%	3%	·	0.5%	0	·	10	·	-2	5	1%
Cc1ccc(CNC(=O)COC(=O)c2ccc(S(=O)(=O)N3CCCCCC3)cc2)cc1	·	3%	·	-1.7%	-2	·	-26	·	16	1	·
CCc1nnc(SCc2ccc(OC(C)C)cc2)n1N	2%	0%	5%	-0.2%	-1	1	-7	3%	-3	2	-2%
COc1ccc(OC)c(NC(=O)COC(=O)CNC(=O)c2ccc(OC)c(OC)c2)c1	-1%	1%	-1%	-0.7%	-1	1	-2	-10%	8	11	0%
COc1ccccc1C(=O)Nc1ccnn1C1CCN(C(=O)C2CCOC2)CC1 (stereo not given)	1%	-1%	·	0.4%	0	-1	-17	0%	8	1	9%
COc1cccc(CSc2nc3cc4c(cc3cc2C)OCCO4)c1	2%	10%	-2%	-0.7%	3	1	0	1%	36[activator]	-31	0%
Cc1cccc(C(=O)NC(=S)Nc2ccc(S(=O)(=O)N(C)c3ccccc3)cc2)c1	1%	3%	-1%	-0.1%	1	1	-1	-9%	29	-7	25%
Cc1ccnn1CCC(=O)N1CCCC(CCC(=O)N2CCN(c3ccccn3)CC2)C1 (stereo not given)	0%	-1%	0%	-0.5%	3	1	5	-10%	-10	16	4%
COc1ccc(CN(CCC(c2ccccc2)c2ccco2)C(=O)c2ccco2)cc1 (stereo not given)	1%	-1%	?	0.3%	19	5	-15	8%	1	-13	14%
CC(C)Cn1c(CCNC(=O)c2ccco2)nc2ccccc21	6%	2%	·	0.5%	0	·	23	·	-16	2	2%
Cc1cc(C(=O)Nc2nnc(C3CCCCC3)s2)no1	0%	·	-8%	·	9	1	1	-2%	4	-1	2%
CCOC(=O)N1CCN(C(=O)CCn2c(=S)[nH]c3ccsc3c2=O)CC1	0%	1%	0%	-0.1%	-1	0	-2	4%	-4	5	-3%
Cc1ccc(C)c(OCc2ccc(C(=O)N3N=C(C(F)F)CC3(O)C(F)F)o2)c1 (stereo not given)	2%	0%	-7%	0.2%	1	-3	16	3%	-17	3	-1%
Cc1c(C(=O)N2CCOCC2)sc(NC(=O)c2ccc([N+](=O)[O-])cc2)c1C#N	9%	-1%	8%	0.1%	2	5	-12	?	3	18	-3%
CCN(CCNC(=O)C1CCC(=O)N1Cc1ccc(C)cc1)c1ccccc1 (stereo not given)	-3%	9%	2%	-1.0%	-1	1	0	-7%	4	-9	-2%
COc1ccccc1NC(=S)NCCSc1ccc(C)cc1	0%	3%	6%	-0.5%	?	0	·	8%	-3	·	3%
CCc1nc(SCC(=O)N2CCN(C(=O)c3ccco3)CC2)c2c3c(sc2n1)CCCC3	6%	2%	1%	0.0%	12	9	-2	-12%	4	-1	13%
O=C(NCc1c(F)cccc1F)c1cc(COc2c(F)cccc2F)on1	0%	0%	1%	-1.0%	?	1	-6	?	6	·	-4%
COC(=O)C1(Cc2cc(-c3cccc(Br)c3)no2)CCN(C(=O)OC(C)(C)C)CC1	·	-8%	0%	0.6%	7	-6	4	4%	-17	1	-2%
CC(C)(C)c1cc(OC(=O)C2CCCC2)ccc1O	-8%	2%	19%	0.2%	21	-8	-10	12%	26	-1	-4%
O=C(O)CC1Sc2nnc(COc3ccc(Cl)cc3)n2N=C1c1ccccc1 (stereo not given)	13%	0%	-8%	-0.7%	3	9	0	13%	16	16	2%
CCC(=O)c1c(NC(CC)CO)cc(C)oc1=O (stereo not given)	4%	0%	-3%	-0.4%	2	3	-14	15%	6	3	10%
Cc1ccc(C(=O)c2ccc([N+](=O)[O-])cc2)cc1	-2%	-2%	-8%	0.4%	5	0	8	6%	-13	-8	6%
CCC(C)NC(=O)C1c2cc(OC)c(OC)cc2C(=O)N(C)C1c1cccs1 (stereo not given)	1%	0%	1%	-0.4%	0	3	4	?	2	0	-2%
Cc1ccc(N=Nc2c(N)[nH]n3c(=O)c4c(nc23)CCCC4)cc1	-2%	3%	-3%	-0.3%	1	-4	·	5%	·	·	5%
Cn1c2c(c(=O)n(C)c1=O)C(C(F)(F)F)(C(F)(F)F)N=C(C1CCCCC1)N2	0%	0%	10%	0.9%	2	0	-2	-13%	5	14	-1%
O=C(CSCc1ccc(Cl)cc1)N/N=C/c1ccc(OCC(=O)Nc2ccccc2)cc1	3%	0%	-7%	0.4%	29	8	8	-10%	-1	6	-1%
CN(C)CCCNc1nc(N)c([N+](=O)[O-])c(NCc2ccccc2)n1	3%	0%	·	-0.3%	1	0	12	6%	1	3	8%
CC(C)(C)NC(=O)CN(C(=O)CCC(=O)Nc1nccs1)c1ccc(F)cc1	0%	1%	2%	-0.2%	2	-2	3	6%	-8	-2	1%
O=C1CN(C(=O)CNC(=O)c2ccccc2Cl)c2ccccc2N1	1%	-2%	6%	0.1%	-5	-2	-6	3%	-2	10	13%
O=C(CSc1nccc(=O)[nH]1)NCc1ccc(Cl)cc1	5%	3%	-5%	-0.9%	-1	4	0	-15%	18	-8	7%
COc1ccc(NCC(=O)Nc2cc(S(=O)(=O)N3CCOCC3)ccc2N2CCOCC2)c(OC)c1	-2%	9%	-3%	-1.1%	-3	0	-3	·	2	0	-9%
CN1C(=S)SC2CS(=O)(=O)CC21 (stereo not given)	·	-11%	-1%	-0.6%	0	-2	3	·	-3	19	-7%
COc1cc(C2C=C(c3cccs3)Nc3ncnn32)cc(OC)c1OC (stereo not given)	7%	?	-1%	0.2%	0	1	6	11%	-4	24	?
COc1ccc(CN(C(=O)c2cccs2)c2ccccc2C(=O)O)cc1	0%	-2%	-2%	0.3%	1	0	2	·	31[activator]	-10	0%
CCOC(=O)C1=C(CNCc2ccccc2Cl)NC(=O)NC1c1cccc([N+](=O)[O-])c1 (stereo not given)	1%	3%	0%	0.1%	-2	0	1	?	10	28	11%
CN(C)c1ccc(N=Nc2ccc(S(N)(=O)=O)cc2)cc1	2%	-3%	11%	-0.3%	0	2	17	?	?	-13	30%
